Source: PubChem (several laboratories)
CAL PDZ FP-1: CAL PDZ (human) peptide binding inhibition | AID 602252 | purified CAL PDZ, TMR-peptide fluorescence polarization, 1 h | 300,000 compounds, 0.92% hits | inhibition, % at 24.9 µM;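 active = mean inhibition of at least 30% with at least half of replicates also reaching 30%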;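 also: 0% = DMSO neutral control and 100% = excess unlabeled competitor peptide PRC23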
CAL PDZ FP-2: human CAL PDZ-peptide interaction inhibition | Q9HD26 | purified CAL PDZ, TMR-peptide fluorescence polarization, 1 h | inhibition, % at 20 µM | 330,000 compounds, 0.02% hits | AID 504414;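 active = highest replicate inhibition of at least 40%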;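 also: plate controls were DMSO neutral control wells for no effect and unlabeled competitor peptide control wells for full effect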
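material = purified tagged CAL PDZ domain construct (CerCALP) | buffer or medium = sodium phosphate/NaCl buffer pH 7.4 with TCEP, IgG, Thesit | reagent = TMR-labelled reporter peptide T*-PRC34 bound in PDZ groove | incubation = 1 h room-temperature incubation prior to read | measured by = fluorescence polarization (mP) | evaluation = percent inhibition from loss of millipolarization | control set = unlabelled peptide and DMSO controls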
Keap1 Nrf2 FP: disrupts human Keap1 binding to Nrf2 peptide; 340,000 compounds, 0.15% hits; Keap1 Kelch-Nrf2 peptide fluorescence polarization, 1536-well; Q14145; inhibition, % at 9.4 µM; in the data active = inhibition above about 12%;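 also: human Keap1 Kelch domain with fluorescein labeled Nrf2 9mer peptide probe; 0% = neutral control wells and 100% = peptide positive control; higher means more block of Keap1 binding to Nrf2 peptide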
Target sequence (Q14145 whole entry, looked up, the tested form may be a part): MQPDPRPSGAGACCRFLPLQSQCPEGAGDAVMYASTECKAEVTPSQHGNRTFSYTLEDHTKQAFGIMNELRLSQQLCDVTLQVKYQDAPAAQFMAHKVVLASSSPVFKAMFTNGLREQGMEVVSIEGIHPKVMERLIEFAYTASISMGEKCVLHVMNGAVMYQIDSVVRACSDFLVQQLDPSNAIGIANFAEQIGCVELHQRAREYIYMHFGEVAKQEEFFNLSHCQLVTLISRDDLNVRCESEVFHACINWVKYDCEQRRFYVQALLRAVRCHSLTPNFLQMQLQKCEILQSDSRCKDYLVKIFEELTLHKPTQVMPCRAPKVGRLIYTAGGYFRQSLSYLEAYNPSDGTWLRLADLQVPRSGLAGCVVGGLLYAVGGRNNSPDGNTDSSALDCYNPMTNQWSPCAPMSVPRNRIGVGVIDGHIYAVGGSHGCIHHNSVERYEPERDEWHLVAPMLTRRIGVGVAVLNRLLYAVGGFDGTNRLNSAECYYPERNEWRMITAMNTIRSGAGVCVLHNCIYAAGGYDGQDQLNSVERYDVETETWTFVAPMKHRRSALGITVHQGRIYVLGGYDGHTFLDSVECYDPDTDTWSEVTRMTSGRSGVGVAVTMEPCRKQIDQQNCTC
DAGLB inh: diacylglycerol lipase beta (human) inhibition; Q8NCG7; 340,000 compounds, 0.059% hits; inhibition, % at 5.17 µM; HEK293T DAGLB membrane lysate, EnzChek fluorogenic substrate; in the data active = inhibition above about 34%;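 also: 0% = enzyme with vehicle and 100% = wells lacking enzyme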
RTF Ca sens act: increases calcium sensitivity of human cardiac regulated thin filaments | P19429+P45379 | IANBD-labeled TnC RTF fluorescence at EC20 calcium; 0% EC20 calcium, 100% full calcium | activation, % at 7.2 µM | 340,000 compounds, 0.24% hits | AID 493008;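 active = activation above the mean over all tested compounds plus 3 SD, cut at about 30% in these data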;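 also: rise in fluorescence read as greater calcium sensitivity of cardiac thin filaments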
PKA-R2B act: PKA-R2B complex activation | PKA-R2B holoenzyme dissociation, Cy5-IP20 fluorescence polarization; R2B truncated from residue 108, S112A mutant; 0% DMSO only, 100% 113 µM cGMP | activation, % at 11.4 µM | 340,000 compounds, 0.079% hits | AID 504700;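 active = activation above a cutoff set at the mean over all compounds plus 3 SD, cut at about 18% in these data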;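 also: higher means more holoenzyme dissociation and a rise in polarization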
Target sequence (P31323 whole entry, looked up, other chains not shown, the tested form may be a part): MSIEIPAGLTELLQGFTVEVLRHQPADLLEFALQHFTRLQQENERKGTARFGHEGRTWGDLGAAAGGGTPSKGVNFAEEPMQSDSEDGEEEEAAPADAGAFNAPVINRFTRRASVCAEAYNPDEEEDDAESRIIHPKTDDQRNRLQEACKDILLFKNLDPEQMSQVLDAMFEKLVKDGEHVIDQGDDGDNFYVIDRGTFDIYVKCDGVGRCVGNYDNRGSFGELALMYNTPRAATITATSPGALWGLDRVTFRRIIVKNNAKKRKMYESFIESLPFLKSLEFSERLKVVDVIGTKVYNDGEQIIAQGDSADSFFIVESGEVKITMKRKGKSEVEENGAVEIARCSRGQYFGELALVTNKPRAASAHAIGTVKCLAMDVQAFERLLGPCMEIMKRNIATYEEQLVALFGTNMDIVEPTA
LANA DNA inh: blocks KSHV LANA C-terminal domain binding to DNA; inhibition, % at 9 µM; 340,000 compounds, 0.078% hits; MBP-C-LANA/FAM-LBS DNA binding, fluorescence polarization;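 active = highest replicate inhibition at or above 60% at 9 µM, even if other replicates fall short; inactive = all replicates below 60% inhibition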;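 also: 0% = neutral control wells and 100% = 4 µM acridine orange control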
Rtt109 HAT inh: blocks Candida albicans Rtt109/Vps75 acetyltransferase activity; Q5AAJ8; purified Rtt109/Vps75, ThioGlo CoA-SH fluorescence, 4 h; inhibition, % at 34.9 µM; 330,000 compounds, 0.16% hits;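 active = inhibition of at least 50% in every replicate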
Cardiac RTF inh: cardiac RTF calcium desensitization; IANBD-labeled cardiac RTF, Ca2+ fluorescence; inhibition, % at 7.15 µM; 340,000 compounds, 0.12% hits; AID 493244;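 active = inhibition above the mean inhibition of all tested compounds plus 3 SD, cut at about 17% in these data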;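 also: assay run at fixed EC70 calcium of 1.6 mM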
SR-BI DiI-HDL act: activators of SR-BI mediated HDL lipid uptake; CHO ldlA[mSR-BI] cells, DiI-HDL uptake fluorescence, 3 h; 100 = double the neutral-control signal; activation, % at 12.5 µM; 320,000 compounds, 0.096% hits;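 active = mean replicate activation of at least 60% and every replicate at or above 60%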;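 also: 0% = median plate neutral-control signal and 100% = twice that signal; values of inactives mirror those of a sister screen read the other way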
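Material: SR-BI-overexpressing, LDLR-lacking CHO cells; schedule: compound exposure 3 h, 37 °C; reagent: DiI-labelled HDL at 10 µg/mL final; technique: bottom-read fluorescence, 550/595 nm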
Numbers without * were called inactive; nt = no result given; & = joins results of further samples. The list is partial, so the mix of outcomes need not match the whole.

no.	SMILES	CAL PDZ FP-1	CAL PDZ FP-2	Keap1 Nrf2 FP	DAGLB inh	RTF Ca sens act	PKA-R2B act	LANA DNA inh	Rtt109 HAT inh	Cardiac RTF inh	SR-BI DiI-HDL act
1	CC(Cc1ccccc1)N1Cc2ccccc2C1 (stereo not drawn)	0	0.9	-6	-3	-2	-5	-1.9	1	-5	-6
2	N#CC1=C(N)Oc2c(c(=O)oc3ccccc23)C1c1ccccc1OC(=O)c1cccs1 (stereo not drawn)	-5	-0.7	-3	5	-5	4	0.9	2	-15	9
3	Cn1cccc1CNCCc1ccc(F)cc1	-1	0.0	0	1	-1	12	-0.9	1	-1	-8
4	CCSP1(=S)N=C(N2CCOCC2)C(C#N)=C2CCCN21 (stereo not drawn)	-2	-1.4	-2	1	-4	-2	2.0	7	-7	4
5	COc1ccc(CN2C(=O)NC(=O)/C(=C/c3cc(OC)c(OC)c(OC)c3)C2=O)cc1	-5	1.2	-8	9	7	1	0.3	16	-2	-1
6	CCSC1=NN1c1cc(C)nc(N)n1	0	-0.8	-3	0	5	-10	-4.6	-3	-5	30
7	Cc1cc([P+](=O)O)c(C)n1-c1ccc(Br)cc1	1	-2.2	2	4	-3	12	1.8	-6	-5	1
8	COc1ccc(CCNCc2cccc(C(F)(F)F)c2)cc1OC	2	-0.3	-4	1	-1	-2	-2.4	-7	3	12
9	Cc1cc(CN(C)C)c(OC(=O)N(C)C)cc1C	-2	-0.2	-3	0	-2	-5	0.7	1	-10	21
10	C=Cn1c(P(=S)(N2CCOCC2)N2CCOCC2)cc2c1CCCC2	-1	-0.4	-5	2	-2	5	-0.3	3	3	7
11	CC(Cc1ccccc1)N(C)CC1C(=O)C2CCC1C2 (stereo not drawn)	-2	0.3	-5	0	6	-3	0.2	0	-1	-7
12	COc1ccc(CN(CCc2c[nH]c3ccccc23)Cc2ccc(OC)cc2)cc1	0	-1.1	-7	-3	-6	-4	0.1	4	-12	2
13	O=c1cc(C2CCNCC2)[nH][nH]1	nt	-0.5	-4	0	-3	1	0.6	12	-9	37
14	COc1ccc(-n2c(O)c(/C=C3\C=Nc4ccc(Br)cc43)c(=O)[nH]c2=O)c(OC)c1	-4	-1.1	0	4	-4	-4	0.3	-10	-6	-9
15	Cc1cccc(OP(=O)(Oc2cccc(C)c2)OC(c2ccccc2)C(F)(F)F)c1 (stereo not drawn)	0	-2.0	5	-25	-7	6	2.8	-11	-1	-23
16	O=C1Nc2ccccc2/C1=C/c1cnc[nH]1	nt	-2.7	-3	1	2	-2	-2.3	10	-2	17
17	Cc1c(C(=O)Nc2ccccc2)c2cc(O)ccc2n1Cc1ccccc1	nt	-0.5	-8	-1	-4	-3	2.1	6	-13	-55
18	O=C(O)CCCc1ccc(N(CCCl)CCCl)cc1	-3	-0.4	-3	0	0	5	-4.9	7	-1	12
19	CN(C)Cc1c[nH]c2cc([N+](=O)[O-])ccc12	-6	-0.6	0	1	3	-10	-1.0	0	5	-14
20	COc1ccc(C2CN(C)CC2C(=O)c2ccc(C)cc2)cc1Cl (stereo not drawn)	-2	-2.7	-6	0	-2	-5	0.8	2	-9	4
21	CC(NC1=NCCS1)c1ccccc1 (stereo not drawn)	8	-0.6	0	-4	0	-3	-1.2	-4	-1	nt
22	CC12CCC(O)CC1CCC1C2CCC2(C)C(C3=CC(=O)OC3)C(O)CC12O (stereo not drawn)	-2	-1.1	-1	-2	-3	-5	0.6	12	-2	-3
23	CN(C)CCCN=Cc1c(O)n(CCc2ccc(F)cc2)c(=O)[nH]c1=O	-3	0.3	3	-1	12	-3	1.3	-20	-2	24
24	CCC(=NCC1CCCO1)c1c(O)n(Cc2ccccc2)c(=O)[nH]c1=O (stereo not drawn)	-6	-0.4	2	0	-2	-4	5.1	20	-4	3
25	COC(=O)C1=C(c2ccccc2)C[C@@H]2CC[C@H]1N2C(=O)NCCNC(C)=O	-1	-1.1	-2	-5	2	-7	0.8	5	-9	-3
26	Cc1nn(Cc2ccccc2Cl)c(Cl)c1C(=O)O	1	-0.2	-2	0	-1	-18	-2.1	3	-4	8
27	CCN(CC)C(=O)c1ccc(NC(=O)c2cccc(C(F)(F)F)c2)cc1	nt	-1.3	6	1	11	5	0.3	12	7	-32
28	COC1C(O)C(C)OC(OC2C(Oc3cccc4c(O)c5c(=O)oc6ccc(C)c7c(=O)oc(c34)c5c67)OC(C)C(O)C2O)C1O (stereo not drawn)	-3	-2.7	-7	-2	5	3	1.4	7	-7	-4
29	COC(=O)c1ccc(N=C(c2ccccc2)c2c(O)n(C)c(=O)n(C)c2=O)cc1	nt	-0.5	-2	-2	-2	-4	-2.5	0	-4	-13
30	CCCc1cc(=O)oc2cc(OCC(=O)N3CCN(Cc4ccc5c(c4)OCO5)CC3)ccc12	2	-0.3	-2	3	-5	-4	0.9	8	0	-32
31	CCN1C[C@]2(COC)CC[C@H](OC)[C@@]34C5C[C@H]6C(=O)C5[C@](O)(C[C@H]6OC)[C@@](O)(C(OC)C23)[C@@H]14 (stereo partly drawn)	-3	-0.5	-7	-2	-1	3	0.1	-6	-1	-4
32	COC(=O)C(O)(c1ccc(NC(=S)NC(=O)c2ccc(Cl)cc2Cl)cc1)C(F)(F)F (stereo not drawn)	-5	11	4	5	3	0	-0.2	-1	-2	-24
33	S=C(NC1CCCCC1)N1CCC(c2cnc[nH]2)CC1	1	-0.2	-6	-1	0	4	-0.6	-14	6	nt
34	O=C1NC(=O)C(CCc2ccncc2)(CCc2ccncc2)C(=O)N1C1CCCCC1	-5	-0.6	-3	4	4	-11	-2.9	-5	-11	18
35	O=C1NC(=O)C(CCc2ccncc2)(CCc2ccccn2)C(=O)N1c1ccc(Br)cc1 (stereo not drawn)	-2	-1.7	-6	0	4	-7	-0.1	-8	-9	3
36	CN1C(=O)C(=Cc2sc(=O)n(-c3ccccc3)c2N(C)C)C(=O)N(C)C1=O	nt	-2.1	-35	0	14	-10	-90	12	-14	-3
37	CCN1C(=O)C(=Cc2ccc(C)s2)C(=O)N(CC)C1=S	-1	-1.7	-4	9	10	8	-1.6	11	-16	24
38	Cc1cccc(OCC(=O)N2CCN(Cc3ccc([N+](=O)[O-])cc3)CC2)c1	5	0.9	4	-3	1	2	-1.6	-5	-8	-33
39	CCCCn1c(O)c(C=NCCN2CCCCC2)c(=O)[nH]c1=O	4	nt	-6	-3	-5	0	-0.8	-8	-2	22
40	CCOC(=O)c1c(C)c(C(=O)N2CCC3(CC2)OCCO3)c(C)n1CC	-2	-2.3	-6	-4	6	8	2.3	20	-20	13
41	COc1ccccc1N1C(=O)NC(=O)/C(=C/c2ccc3c(c2)Cc2ccccc2-3)C1=O	1	-3.3	-4	-1	1	2	1.1	nt	-6	-12
42	C/C=C1/CC(C)C(C)(O)C(=O)OCC2CCN3CCC(OC1=O)C23 (stereo not drawn)	-5	-2.0	-3	1	-5	-3	-0.6	-5	-6	16
43	CN(C(=O)c1ccc(Cl)nc1)C1(c2ccccc2Cl)CCCCC1=O (stereo not drawn)	-6	-1.1	-1	1	5	21*	-0.2	0	-9	-1
44	NC1CCc2cc(O)c(O)cc2C1 (stereo not drawn)	7	0.6	-3	3	4	-13	1.9	7	15	17
45	Cc1nn(Cc2ccccc2Cl)c(C)c1C(=O)OCC(=O)N1CC(C)OC(C)C1 (stereo not drawn)	-6	-0.7	-3	-1	1	-15	-0.8	1	2	-8
46	Cc1ccc(C2C(=O)NC(=O)NC2=O)cc1	nt	-0.1	-3	-8	-1	-13	1.2	-9	-3	13
47	CCC(=NCCN1CCOCC1)c1c(O)n(C2CCCCC2)c(=O)[nH]c1=O	-2	-0.8	3	3	1	3	0.1	0	-5	16
48	CC1CCCCC1NC(=O)CNC(=S)N1CC2CC(C1)c1cccc(=O)n1C2 (stereo not drawn)	-1	-1.6	2	1	1	-8	0.6	2	-3	16
49	Cc1ccc(N=Nc2c(O)[nH]c(=O)[nH]c2=O)c([N+](=O)[O-])c1	-1	-2.3	-3	2	12	-6	-0.2	3	8	17
50	CC1CCN(C(=O)c2ccc(N3CC4CC(C3)c3cccc(=O)n3C4)c([N+](=O)[O-])c2)CC1 (stereo not drawn)	0	1.3	0	-1	-5	-3	1.7	1	1	38
51	c1cnc2c(c1)ccc1ncccc12	7	-0.1	-4	-2	1	4	-0.4	-12&0	-1	30
52	O=P(O)(O)C12CC3CC(CC(C3)C1)C2	-3	-1.9	-2	2	2	-5	-1.5	-4	-15	3

Quoted from above: nos. 41 to 49
no.	SMILES	CAL PDZ FP-1	CAL PDZ FP-2	Keap1 Nrf2 FP	DAGLB inh	RTF Ca sens act	PKA-R2B act	LANA DNA inh	Rtt109 HAT inh	Cardiac RTF inh	SR-BI DiI-HDL act
41	COc1ccccc1N1C(=O)NC(=O)/C(=C/c2ccc3c(c2)Cc2ccccc2-3)C1=O	1	-3.3	-4	-1	1	2	1.1	nt	-6	-12
42	C/C=C1/CC(C)C(C)(O)C(=O)OCC2CCN3CCC(OC1=O)C23 (stereo not drawn)	-5	-2.0	-3	1	-5	-3	-0.6	-5	-6	16
43	CN(C(=O)c1ccc(Cl)nc1)C1(c2ccccc2Cl)CCCCC1=O (stereo not drawn)	-6	-1.1	-1	1	5	21*	-0.2	0	-9	-1
44	NC1CCc2cc(O)c(O)cc2C1 (stereo not drawn)	7	0.6	-3	3	4	-13	1.9	7	15	17
45	Cc1nn(Cc2ccccc2Cl)c(C)c1C(=O)OCC(=O)N1CC(C)OC(C)C1 (stereo not drawn)	-6	-0.7	-3	-1	1	-15	-0.8	1	2	-8
46	Cc1ccc(C2C(=O)NC(=O)NC2=O)cc1	nt	-0.1	-3	-8	-1	-13	1.2	-9	-3	13
47	CCC(=NCCN1CCOCC1)c1c(O)n(C2CCCCC2)c(=O)[nH]c1=O	-2	-0.8	3	3	1	3	0.1	0	-5	16
48	CC1CCCCC1NC(=O)CNC(=S)N1CC2CC(C1)c1cccc(=O)n1C2 (stereo not drawn)	-1	-1.6	2	1	1	-8	0.6	2	-3	16
49	Cc1ccc(N=Nc2c(O)[nH]c(=O)[nH]c2=O)c([N+](=O)[O-])c1	-1	-2.3	-3	2	12	-6	-0.2	3	8	17
